Tb PFK inh – qHTS Assay to Find Inhibitors of T. brucei phosphofructokinase | ATP-dependent 6-phosphofructokinase (Trypanosoma brucei brucei), O15648 | T. brucei PFK, ADP-Glo luminescence | Potency, µM (highest dose often 57.5 µM), for the others: at the top dose activity, negative = inhibition, most hits filed as inhibitors | actives 0.17% (n = 330,000);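 note: potency is the fitted concentration of half-maximal effect; 0% = uninhibited 1x PFK enzyme wells and -100% = no-enzyme wells; nearly all actives have a fitted effect of over 60% in size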
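Activity is normalized to no-enzyme wells (full inhibition) and 1.25 nM enzyme wells (no inhibition). Reaction: 0.5 mM F6P, 0.1 mM ATP, 45 min RT, ADP-Glo luminescence; concentration-response curves fitted and classed by quality.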
Integrin act MD – qHTS for Activators of Integrin-Mediated Alleviation for Muscular Dystrophy | alpha7betagal myoblasts, beta-gal FDG fluorescence, 48 h | Potency, µM (doses to about 38.3 µM), inactives show at the top dose activation, most hits filed as activators | actives 0.064% (n = 350,000) | AID 624291, 2012;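 note: potency is the fitted concentration of half-maximal effect; 100% = response of the positive control SU9516; nearly all actives have a fitted effect of over 60% in size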
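Alpha7betagal+/- myoblasts (passage 13) were plated 16-24 hr, then exposed to compounds (1:260 dilution of DMSO stock) for 48 hours at 37C. After MPER lysis, β-galactosidase reporter activity was read as FDG fluorescence (ex 480/em 540) after 30 minutes.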
PKM2 act – qHTS Assay for Activators of Human Muscle isoform 2 Pyruvate Kinase; Pyruvate kinase PKM (Homo sapiens), P14618; purified PKM2, Kinase-Glo ATP luminescence, activation; response scale: 0% is enzyme alone, no compound; Potency, µM (series often up to 57.5 µM), without a hit: at the top dose activation, most hits filed as activators; actives 0.34% (n = 260,000); AID 1631, 2009; note: potency is the fitted concentration of half-maximal effect; % is set by controls: 0 for no effect and ±100 for the full control effect; nearly all actives have a fitted effect of over 55% in size
Target sequence (P14618 whole entry, looked up, canonical isoform): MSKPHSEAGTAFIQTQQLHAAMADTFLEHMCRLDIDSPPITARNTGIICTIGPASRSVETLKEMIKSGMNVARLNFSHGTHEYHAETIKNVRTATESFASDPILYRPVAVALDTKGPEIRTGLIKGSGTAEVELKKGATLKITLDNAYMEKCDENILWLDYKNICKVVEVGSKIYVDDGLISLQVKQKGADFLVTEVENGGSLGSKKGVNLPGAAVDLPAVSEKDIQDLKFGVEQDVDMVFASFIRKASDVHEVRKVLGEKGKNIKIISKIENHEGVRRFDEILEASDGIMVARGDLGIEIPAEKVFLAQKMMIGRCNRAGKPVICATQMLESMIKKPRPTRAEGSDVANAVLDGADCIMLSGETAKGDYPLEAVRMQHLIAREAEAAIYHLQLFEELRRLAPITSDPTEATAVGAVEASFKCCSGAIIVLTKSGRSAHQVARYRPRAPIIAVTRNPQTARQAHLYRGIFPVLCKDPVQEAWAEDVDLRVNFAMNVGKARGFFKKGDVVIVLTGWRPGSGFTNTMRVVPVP
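Purified hPK-M2 (>95% pure) converted ADP (0.1 mM final) to ATP with 0.5 mM PEP in 50 mM imidazole pH7.2, KCl, MgCl2, Tween 20, BSA; 1 h at room temperature. ATP detected by Kinase-Glo luminescence.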
Chronic BCR inh – qHTS Assay to Find Inhibitors of Chronic Active B-Cell Receptor Signaling | ABC-DLBCL IkBa-CBG/CBR reporter, luminescence ratio, 4 h | Potency, µM (doses to about 46.1 µM), for inactives: top-dose ratio change, negative = lower green/red ratio, most hits filed as inhibitors | actives 0.05% (n = 340,000); active = well fitted inhibition curve with a large enough effect in the signal ratio, with a control signal flat, not every such curve was filed as active; inconclusive = small, poorly fitted or top-dose-only effect, or effect the other way, or a change in a side signal; the % refers to the signal ratio;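 note: potency is the fitted concentration of half-maximal effect; plate controls were basal doxycycline-induced cells for no effect and cells given 10 µM MG132 for full effect; MG132 reads +100%, hits lower the ratio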
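Compounds up to 46 uM were incubated four hours with TMD8 cells whose green CBG68 luciferase is fused to IkappaBalpha; red CBR luminescence normalised the signal, and concentration-effect curves were fitted to fusion, red and ratio data.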
FBPA coupling cs – qHTS Assay for Inhibitors of Fructose-1,6-bisphosphate Aldolase from Giardia Lamblia: Coupling assay counterscreen; coupling enzyme system counterscreen, AmpLite Red fluorescence; activity change, negative = inhibition, % at 58.2 µM, hits read low; actives 0.67% (n = 290,000); in the data active = activity change below about -30%; note: % is set by controls: 0 for no effect and ±100 for the full control effect
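Coupling enzymes only (glyceraldehyde-3-phosphate) + compound, at 57.5 uM final, 10 min RT; add substrate/coupling/AmpLite Red mix, 20 min RT; fluorescence ex 525/em 598 nm. Actives flag coupling-system interference.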
Giardia killer – Small Molecules that selectively kill Giardia lamblia: qHTS; Giardia lamblia trophozoite viability; activity change, % at 7.66 µM, hits read low; actives 0.15% (n = 340,000); in the data active = activity change below about -80%; inconclusive = between about -30% and that limit;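 note: parasites exposed to compound for two days anaerobically before the ATP read; % is set by controls: 0 for no effect and ±100 for the full control effect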
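Trophozoite viability was measured as ATP-dependent luminescence, read 15-30 min after reagent addition. Before that, parasites at 100 cells/well were exposed to compounds for 48 h, anaerobically, at 37 deg C.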
ASM inhibitor – Inhibitors of Secretory Acid Sphingomyelinase (S-ASM): qHTS. Sphingomyelin phosphodiesterase (Homo sapiens), P17405. placental ASM, HMU-PC fluorogenic substrate, 60 min. Potency, µM (doses to about 57.5 µM), for the others: at the top dose activity change, negative = inhibition, most hits filed as inhibitors. actives 0.006% (n = 340,000). AID 504937, 2011; note: potency is the fitted concentration of half-maximal effect
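Human placenta-derived ASM enzyme was preincubated with compound for 10 minutes at room temperature, then given fluorogenic substrate HMU-PC0 (9 uM final) for 60 minutes at 37 °C; a pH 10 stop preceded fluorescence reading at Ex 386/Em 447 nm.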
Menin MLL FP TR – qHTS Assay for Inhibitors Targeting the Menin-MLL Interaction in MLL Related Leukemias: Competition With Texas Red Labeled MLL-derived Mutant Peptide; O00255; Menin + Texas Red MLL mutant peptide, fluorescence polarization; Potency, µM (doses to about 61.6 µM), without a hit: top-dose FP activity change, negative = inhibition, hits mostly inhibitors; actives 0.23% (n = 270,000); AID 1768, 2009; active = well fitted inhibition curve with a large enough effect in the polarisation, with a control signal flat, not every such curve was filed as active; inconclusive = small, poorly fitted or top-dose-only effect, or effect the other way, or a change in a side signal; inactive = no such curve, though single readings can be large or run the other way; the % refers to the polarisation; note: potency is the fitted concentration of half-maximal effect; % of control where 0% means no effect; many of its hits are not listed in these tables
GALK inh – qHTS Assay for Inhibitors of Human Galactokinase (GALK); Purified GALK, Kinase-Glo residual ATP luminescence; Potency, µM (titrated, usually from 57.5 µM), for inactives: top-dose activity change, negative = inhibition, hits mostly inhibitors; actives 0.007% (n = 270,000); AID 1868, 2009; note: potency is the fitted concentration of half-maximal effect; % is set by controls: 0 for no effect and ±100 for the full control effect
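GALK at 5 nM final was combined with compound, 35 uM ATP and 100 uM galactose in HEPES pH8.0 with MgCl2 and DTT. The reaction ran one hour at room temperature before luminescent ATP detection.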
PTAP TSG101 blk – qHTS Assay for Iinhibitors of HIV-1 Budding by Blocking the Interaction of PTAP/TSG101; Potency, µM (series often up to 115 µM), inactives show top-dose activity change, negative = inhibition, usual class: inhibitors; Fluorescence polarization, FITC-PTAP peptide / Tsg101 binding; 340,000 tested, under 10 active; AID 493005, 2010; Tumor susceptibility gene 101 protein (Homo sapiens), Q99816; active = well fitted inhibition curve with a large enough effect in the main read-out, with a control signal flat, not every such curve was filed as active; inconclusive = small, poorly fitted or top-dose-only effect, or effect the other way, or a change in a side signal; inactive = no such curve, though single readings can be large or run the other way; note: potency is the fitted concentration of half-maximal effect; % of control where 0% means no effect
Target sequence (Q99816 whole entry, looked up): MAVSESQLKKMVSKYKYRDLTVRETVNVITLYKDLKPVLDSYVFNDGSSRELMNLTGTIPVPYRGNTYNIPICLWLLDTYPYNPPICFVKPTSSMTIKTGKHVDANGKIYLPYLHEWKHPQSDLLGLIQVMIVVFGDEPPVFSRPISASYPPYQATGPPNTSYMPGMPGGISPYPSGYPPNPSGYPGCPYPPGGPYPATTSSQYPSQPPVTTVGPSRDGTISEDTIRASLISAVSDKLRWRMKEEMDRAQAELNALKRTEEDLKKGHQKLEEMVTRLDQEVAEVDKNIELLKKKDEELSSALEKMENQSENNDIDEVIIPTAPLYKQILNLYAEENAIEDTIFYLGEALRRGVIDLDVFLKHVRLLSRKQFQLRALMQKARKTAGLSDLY
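Tsg101 binding domain (10 uM final) was mixed with compound and a FITC-labeled PTAP peptide (50 nM final) in HEPES pH 7.5 buffer with NaCl, Tween 20, EDTA and TCEP; fluorescence polarization was read after 20 min at r.t.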
B2AR arrestin – qHTS assay of beta-arrestin-biased ligands of beta2-adrenergic receptor | beta-arrestin recruitment to beta2AR, cell-based reporter | AID 492947, 2010 | Beta-2 adrenergic receptor (Homo sapiens), P07550 | Potency, µM (titrated, usually from 46.1 µM), for inactives: at the highest dose activation, actives largely listed as activators | actives 0.02% (n = 330,000);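 note: potency is the fitted concentration of half-maximal effect; 0% = DMSO controls and full agonism = EC100 isoproterenol or metaproterenol; nearly all actives have a fitted effect of over 65% in size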
Starred values were filed as active, the others as inactive; u = inconclusive; x = no result given; [ ] = another dose, or the depositor's remark. Unless noted, calls come from the whole dose curve; as a rule, active = well fitted curve in the direction sought with a large enough effect; inconclusive = small, poorly fitted or top-dose-only effect, or another doubt; inactive = no such curve, though single readings can be large; an effect the other way counts as inactive or inconclusive. The list is partial; count on the stated rates, not on these rows.

Molecule | Tb PFK inh | Integrin act MD | PKM2 act | Chronic BCR inh | FBPA coupling cs | Giardia killer | ASM inhibitor | Menin MLL FP TR | GALK inh | PTAP TSG101 blk | B2AR arrestin
Cc1cc(C)nc(NC(=O)c2cc(-c3ccc(C)s3)nc3ccccc23)c1 | -0.7% | 0.6% | 6.9% | u | 0.6 | -7.1 | 382.0%[activator] | -6.5% | 2.6% | -0.7% | -2.4%
CCCCNc1nnc(SCC(=O)c2c[nH]c3ccccc23)s1 | -7.0% | -9.1% | u | u | -1.1 | -13.4 | -0.7% | 26.1% | 1.9% | -0.7% | -0.4%
CCCCCCOC(=O)C(C#N)c1nc2ccccc2nc1N1CCCCC1 (stereo unspecified) | -15.3% | 5.1% | -21.5% | 11.9% | 1.4 | -5.6 | 8.0% | -22.2% | -1.0% | -5.2% | 0.4%
CC(=O)Nc1ccc2nc(NC(=O)CN3CCOCC3)sc2c1 | 1.0% | 9.6% | x | -3.7% | 0.4 | -16.1 | 5.5% | 0.4% | x | -2.4% | -0.4%
COc1ccc(CCNC(=O)CSc2ccccc2)cc1OC | -0.5% | 6.6% | 0.5% | 4.1% | 2.5 | 10.5 | 5.6% | -8.9% | -0.1% | 1.3% | -0.9%
O=C(Nc1nc2ccccc2[nH]1)C1CC1 | 0.5% | -22.5% | x | 3.4% | 0.2 | 5.4 | -1.8% | 6.3% | 0.1% | 1.8% | -1.0%
COCCCNC(=O)C1=CCN(S(=O)(=O)c2ccc(OC)cc2)CC1 | 0.2% | -21.6% | x | -1.2% | x | -11.6 | -1.6% | x | 7.1% | -6.1% | 0.1%
CCOC(=O)/C=C/C(=O)OCC(=O)Nc1ccc(OC)c(Cl)c1 | -0.8% | -25.3% | 1.2% | u | -1.7 | 8.3 | 2.9% | 7.4% | -0.3% | -1.8% | -0.1%
COc1ccc(C(=O)N[C@H](C(=O)Nc2nc3c(s2)CCCC3)C(C)C)cc1 | -1.3% | -12.5% | 7.9% | 0.8% | 1.7 | -12.8 | 0.0% | -1.6% | 0.7% | -5.2% | 0.0%
O=C(c1cc2ccccc2oc1=O)N(Cc1ccc2c(c1)OCO2)Cc1ccco1 | -4.5% | -3.5% | -0.4% | 8.8% | 3.4 | 3.1 | -5.3% | -4.3% | 4.1% | -2.9% | -0.3%
CCc1nc(N)nc2c1C(=O)CC(C)(C)C2 | -4.1% | 11.6% | -4.6% | -1.8% | 1.2 | 9.2 | -2.8% | -5.2% | 7.4% | -1.7% | -0.5%
CCn1c(C)nc2cc(C(=O)NNS(=O)(=O)c3c(C)c(C)cc(C)c3C)ccc21 | 1.7% | -10.4% | -2.4% | -19.8% | 6.9 | -2.3 | -7.3% | -10.0% | -2.2% | -7.4% | -0.4%
NC(=O)C1CCN(C(=O)CSc2nc(O)cc(=O)[nH]2)CC1 | 2.9% | -18.5% | -0.9% | u | 2.5 | -10.2 | 9.5% | 15.3% | -3.9% | -3.8% | -0.8%
Cc1ccccc1OCC(=O)OCC(=O)c1ccc(OCc2ccccc2)cc1 | -3.9% | -7.0% | 6.3% | -1.7% | 2.5 | 18.0 | 5.6% | 2.1% | 0.3% | -1.9% | -0.4%
O=C(Nc1ccccc1Br)C1CCCN1S(=O)(=O)c1cccc2nsnc12 (stereo unspecified) | -1.6% | 13.5% | x | u | x | 32.3[activator] | -1.8% | x | 5.6% | -2.2% | 0.3%
C/C=C(/C)C(=O)Nc1cccc(C2=NOC3(C2)C[C@@H](C(N)=O)N(C(=O)[C@H]2CCC(=O)N2)C3)c1 (stereo partly specified) | -15.2% | 23.2% | -1.3% | -2.7% | 3.6 | -1.7 | -1.8% | x | 0.2% | -1.1% | -1.2%
N#Cc1ccc(Oc2ccc(C(N)=O)cc2)cc1C#N | -3.9% | 6.6% | 9.0% | -18.6% | 0.8 | -3.5 | -1.4% | -0.6% | 0.2% | -4.6% | -0.2%
Cc1cc(=O)oc2cc(OCC(=O)OC(C)C(=O)NC3CCCC3)ccc12 (stereo unspecified) | 5.9% | 4.4% | 27.7% | -1.9% | 2.8 | 9.6 | 15.3% | -3.1% | -1.6% | -1.4% | -0.2%
CC[C@H](C)[C@@H](C(=O)NCCCCCCCCCCC(=O)N1CCNCC1)n1cc(CCCCCN)nn1 | -9.0% | 0.7% | x | 0.9% | x | -11.9 | 2.6% | x | x | -2.7% | -0.2%
CS(=O)(=O)N1CCC(C(=O)NCc2ccco2)CC1 | -18.6% | -27.7% | -13.1% | 7.8% | 4.1 | -8.3 | 5.1% | -18.3% | -0.2% | -13.2% | -0.5%
COc1ccc(N(CC(=O)NC2CCCCC2)C(=O)c2ccc(C)s2)c(OC)c1 | 0.2% | 4.0% | x | -13.1% | -1.1 | -15.6 | -0.5% | u | 4.2% | -1.4% | -0.4%
O=C1OC(/C(=C\Nc2ccccc2)[N+](=O)[O-])c2ccccc21 (stereo unspecified) | u | -22.9% | 2.4% | -15.0% | -1.5 | 6.5 | -0.2% | x | 4.8% | -6.9% | 0.4%
Cc1ccc(S(=O)(=O)N(C)c2ccc(C(=O)NCC(c3ccco3)N(C)C)cc2)cc1 (stereo unspecified) | -6.8% | 31.8% | x | -1.6% | x | 10.3 | -2.3% | x | x | 0.7% | 0.0%
CC(C)NC(=O)c1onc(CSc2ccccc2F)c1C(=O)O | 1.6% | 3.6% | 7.1% | u | 0.7 | 7.0 | 7.0% | 3.8% | -7.5% | -1.8% | -0.4%
NC(=O)C1CCN(C(=S)c2ccc(-c3ccc(Br)cc3)o2)CC1 | u | 2.9% | -1.4% | u | -32.8* | 13.0 | -1.0% | 6.1% | 3.0% | -5.3% | -0.1%
CCCSc1nc2sc3c(c2c(=O)[nH]1)CC(C)(CC)OC3 (stereo unspecified) | 1.2% | -3.0% | x | u | 1.1 | 2.5 | 2.3% | 35.2%[activator] | 2.4% | 0.0% | 0.7%
CCN(CC)CCNC(=O)CS(=O)Cc1nc(-c2ccc(Cl)cc2)oc1C (stereo unspecified) | -0.5% | -35.1% | -1.0% | 3.2% | 0.9 | 4.8 | -3.6% | 1.3% | -2.1% | -2.0% | -1.1%
CCNC(=O)NC(=O)COC(=O)CCCSc1nc2ccccc2[nH]1 | -1.0% | 4.4% | -3.2% | -17.6% | 0.1 | -7.7 | 3.8% | 5.0% | 4.6% | 0.6% | -0.2%
CCOC(CCn1c(SCc2cccc([N+](=O)[O-])c2)nc2ccccc2c1=O)OCC | 7.0% | u | 9.0% | u | -0.4 | -10.7 | -1.6% | 0.5% | x | -4.8% | 0.3%
Cc1cc(NC(=O)CSc2nc(CC(C)(C)C)nc3c2c(=O)n(C)c(=O)n3C)no1 | -1.5% | 21.0% | -1.0% | 1.7% | 0.2 | -15.9 | -0.1% | -0.2% | 0.2% | -3.7% | -0.3%
COc1ccc(/C=C/C(=O)Nc2cc(C(F)(F)F)ccc2Cl)cc1 | -3.6% | -1.0% | -2.3% | 6.9% | 0.2 | -12.2 | -2.2% | u | 6.3% | -0.3% | -0.1%
CCC(NC(=S)NC1CCCCC1)c1ccccc1 (stereo unspecified) | -3.2% | x | 1.8% | 1.0% | 1.1 | x | x | 4.7% | -4.4% | x | -0.2%
COc1ccc(-c2nc3ccccc3c(=O)n2CCOc2ccccc2C)cc1 | 1.2% | -11.1% | -1.2% | -0.1% | 1.2 | -1.2 | -4.6% | -1.2% | 2.4% | 2.2% | -4.7%
